NPYLR7 agonist: agonists of mosquito NPYLR7 receptor, primary screen, cell-based, Aedes aegypti, calcium fluorescence, mosquito biting behavior; HEK293T NPYLR7/Galpha15, GCaMP6s calcium fluorescence; activation, % at 10 µM; 0.15% of 270,000 active; AID 1259423, 2018; in the data active = activation above about 40%;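 also: 0% = vehicle and 100% = reference agonist at the receptor; some compounds past the cut are filed as inactive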
mcGAS lum: cyclic GMP-AMP synthase inhibitors, mouse, primary biochemical chemiluminescence. Q8C6L5. recombinant cGAS, Kinase-Glo ATP depletion luminescence. inhibition, % at 12.5 µM. 0.15% of 160,000 active. AID 1259399, 2018;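 also: 0% = negative control wells and 100% = reference inhibitor with no enzyme activity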
hcGAS inh: Primary biochemical luminescence assay for human cyclic GMP-AMP synthase inhibitors | inhibition, % at 12.5 µM | 0.081% of 290,000 active | recombinant h-cGAS, ATP depletion, Kinase-Glo luminescence;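 also: 0% = vehicle reaction and 100% = reaction without DNA for no activity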
Target sequence (Q8N884 whole entry, looked up): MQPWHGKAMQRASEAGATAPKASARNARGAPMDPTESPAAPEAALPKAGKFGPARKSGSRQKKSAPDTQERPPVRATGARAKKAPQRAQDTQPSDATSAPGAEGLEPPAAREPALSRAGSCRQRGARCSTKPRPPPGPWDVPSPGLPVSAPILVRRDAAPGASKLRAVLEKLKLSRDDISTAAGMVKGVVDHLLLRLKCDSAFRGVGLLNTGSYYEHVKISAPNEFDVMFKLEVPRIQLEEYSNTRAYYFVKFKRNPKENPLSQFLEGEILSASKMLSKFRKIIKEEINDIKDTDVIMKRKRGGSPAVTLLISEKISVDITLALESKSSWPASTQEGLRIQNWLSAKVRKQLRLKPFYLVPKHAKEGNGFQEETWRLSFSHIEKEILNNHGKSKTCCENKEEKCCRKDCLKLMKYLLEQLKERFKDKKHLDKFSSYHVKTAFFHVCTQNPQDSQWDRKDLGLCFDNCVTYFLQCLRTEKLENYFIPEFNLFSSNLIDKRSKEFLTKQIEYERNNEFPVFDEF
Numbers without * were called inactive; nt = no result given; & = joins results of further samples. Rule as the data show it, unless noted: active = inhibition above about 40%; inactive = the rest.

SMILES | NPYLR7 agonist | mcGAS lum | hcGAS inh
CCC(CO)N(Cc1ccco1)C(=O)c1scc2c1OCCO2 (configuration not stated) | 2.9 | nt | -5.6
CCOC(=O)C1CCN(C(=O)c2csc(CSc3nnc(-c4ccco4)n3-c3ccc(Cl)c(Cl)c3)n2)CC1 | 14.3 | -3.8 | -0.1
Cc1csc(-c2cc(C(=O)NCCN3CCOCC3)cc(S(=O)(=O)N3CCOCC3)c2)c1 | 6.6 | -26.4 | -6.7
c1cnc(-c2cc(NC3CCNCC3)nc3[nH]ccc23)cn1 | 36.6 | -6.5 | 34.7
COCCNC(=O)C1(C)CCN(CCC(=O)c2ccc(Br)cc2)C1 (configuration not stated) | 10.9 | 3.8 | -1.2
CCOC(=O)c1ccc(NC(=O)CSc2nnc(NC(=O)COc3ccc(Cl)cc3)s2)cc1 | -5.0 | nt | 0.6
CC(C)c1cccc(-c2ccc3c(c2)N(CCN2CCOCC2)C(=O)COC3)c1 | 6.2 | nt | -5.9
Fc1ccc(-c2cn3cccnc3n2)cc1 | 1.5 | nt | 0.6
O=c1c2[nH]c3ccc(F)cc3c2ncn1Cc1ccccc1 | -1.7 | -7.0 | -6.8
O=C(NC(Cn1ccnc1)c1ccccc1)c1ccc2[nH]c(=O)[nH]c2c1 (configuration not stated) | -1.7 | nt | -0.8
COCCNCc1nccn1Cc1c(F)cccc1Cl | 2.7 | -4.0 | -1.9
CCCOC(=NC1CCCc2ccccc21)NC(=O)c1cccc(F)c1 (configuration not stated) | -1.7 | -6.1 | -10.1
CCOc1ccc(S(=O)(=O)NCCc2csc3nc(-c4ccc(C)cc4)nn23)cc1 | -9.5 | -8.7 | -4.7
COc1ccc(NC2CCCN(C(=O)C3=CCCCC3)C2)cc1OC (configuration not stated) | 5.5 | nt | -7.3
COc1ccc(N2C(=S)N(c3ccc(F)cc3)C3CS(=O)(=O)CC32)cc1 (configuration not stated) | 3.6 | nt | -0.5
Cc1nn(C)c(C)c1C(=O)Nc1cccc2c1CCCC2 | 9.5 | nt | -16.4
O=c1cc(CSc2nc3ncccc3[nH]2)nc2ccccn12 | -7.0 | nt | -5.7
O=C(CSCc1ccccc1)N1CCN(c2ncnc3c2nnn3Cc2ccccc2)CC1 | -8.5 | -9.5 | -4.9
COc1ccc(CNC(=O)CNS(=O)(=O)c2ccc(F)c(F)c2F)cc1 | 6.9 | -11.3 | -7.0
C=CCn1c(SCC#N)nc2sc3c(c2c1=O)CCCC3 | 1.1 | nt | 1.1
CC(C(=O)N1CCOCC1)N1C(=O)COc2ccc(C(=O)COc3ccccc3Cl)cc21 (configuration not stated) | nt | -1.9 | -0.7
C=CCN1CCc2cc(OC)c(OC)cc2C1CNC(=O)c1cccc(F)c1 (configuration not stated) | 24.9 | -6.0 | -8.6
CCN(CC)C(=O)C(C#N)=Cc1ccc2c(c1)OCCO2 | 0.6 | -0.7 | 0.9
Cc1nn(C)cc1CN1CCCC(CCc2c(F)cccc2F)C1 (configuration not stated) | 8.0 | -14.5 | -7.2
O=C(COc1ccccc1)Nc1nnc(Cc2ccccc2F)s1 | -10.0 | 0.8 | 5.3
CN(C)C1CCCN(C(=O)c2ccccc2Cc2ccc(Cl)cc2)CC1 (configuration not stated) | -2.2 | -2.9 | -3.0
O=C(c1cccc2ccnn12)N1CCCC1CCc1ccccc1 (configuration not stated) | -1.5 | -17.3 | -6.9
COCc1nnc(NC(=O)c2ncn[nH]2)s1 | -0.2 | nt | 6.9
COC(=O)CNCc1ccc(F)c(F)c1 | 1.2 | 9.8 | 5.5
CCOc1cc(C)c(S(=O)(=O)N2CCCC2)cc1C(C)C | 3.0 | nt | -5.0
N#CC1(c2ccc(OCc3ccccc3)cc2)CC(=O)N1Cc1ccccc1 (configuration not stated) | -6.8 | nt | 0.5
COC(=O)c1ccc(NC(=O)Cn2cccc(-c3nc(-c4ccccc4)no3)c2=O)cc1 | nt | 0.0 | -0.7
c1cc(N2CCOCC2)ccc1Nc1c2c(nc3nncn13)CCC2 | 1.4 | nt | -8.4
COc1cccc2sc(N(Cc3cccnc3)C(=O)C3CCCCC3)nc12 | -9.8 | -5.5 | -0.5
CCOC(=O)C12C(=O)OC(C)(C)C1C2(CC)C(=O)c1ccc(F)cc1 (configuration not stated) | -10.7 | -9.2 | -3.3
COc1ccc(CCN(C)S(=O)(=O)c2ccc(OC)c(N3CCN(C(=O)c4cc(F)ccc4F)CC3)c2)cc1OC | 20.8 | -5.4 | -2.4
CN(CCC1CCOCC1)C(=O)CC1C(=O)NCCN1Cc1cccc2ccccc12 (configuration not stated) | 2.1 | nt | 0.6&-5.5
CC(C)CCNC(=O)NC(=O)CN1C(=O)NC2(CCCCC2)C1=O | 3.4 | nt | -5.1
Cc1ccc(O)c(CN(C)CCCn2nc(C)cc2C)c1 | 0.2 | -16.6 | -3.8
COc1cc(O)c(C(=O)/C=C/c2ccc(OC)c(O)c2)c(OC)c1 | -2.2 | nt | -3.8
Cc1ccc(-n2nc(-c3ccccc3Cl)cc2C(=O)N2CC(C)OC(C)C2)c(C)c1 (configuration not stated) | -0.1 | -4.1 | -9.7
COc1ccccc1C(=O)Nc1ccc(C2SCC(=O)N2c2cccc(F)c2C)cc1 (configuration not stated) | 18.6 | -2.7 | -1.0
CCC(=O)Nn1cnc2scc(-c3ccc(C)cc3)c2c1=O | 2.3 | nt | -0.1
N=c1oc2c3c4c(cc2cc1C(=O)Nc1ccc(F)c(Cl)c1)CCCN4CCC3 | 6.9 | nt | 1.5
Cn1c(=O)c2c(nc(CN3CCOCC3)n2CCN2CCOCC2)n(C)c1=O | 1.2 | nt | 1.6
CCOC(=O)CCc1c(C)nc2ncnn2c1N1CCC(N(C)C(C)=O)C1 (configuration not stated) | 17.4 | -5.3 | -0.1
Cc1ccc(Nc2nc(N)nc(COc3ccc(F)cc3)n2)cc1 | 13.8 | nt | -4.8
CC(C)S(=O)(=O)Oc1ccc(CN(Cc2ccc(F)cc2)C(=O)c2ccco2)cc1 | 4.2 | -3.8 | -4.9
COc1cccc(Nc2nc(C(N)CO)cs2)n1 (configuration not stated) | -3.2 | -4.0 | -5.0
O=S(=O)(Nc1ccc2ccccc2c1)c1ccc2c(c1)OCCO2 | 6.5 | nt | -6.5
CNc1cc(-c2cccc(S(C)(=O)=O)c2)ncn1 | 4.4 | nt | -12.4
COc1cccc(-c2nc(CSc3nc(-c4ccncc4)cc(=O)[nH]3)c(C)o2)c1OC | 0.2 | -6.7 | -7.1
CCC(=O)Oc1ccc2c(-c3cc4cccc(OC)c4oc3=O)cc(=O)oc2c1 | -2.7 | nt | -5.4
O=C(CCC(=O)NC1CCCC1)NCc1cnc2ccccc2c1 | 0.6 | nt | -6.2
O=C(c1ccc(Cn2cccn2)o1)N1CCC2(CC1)C(=O)Nc1ccccc12 | -2.4 | -21.4 | 3.2
O=C(Nc1cc(S(=O)(=O)N2CCOCC2)ccc1N1CCOCC1)c1cccc2ncccc12 | 23.5 | nt | -12.0
COc1ccc(-n2ccnc2CN2CCC3(CC2)CN(C)CCN3C)cc1 | 20.9 | nt | -5.2
C#CCNC(=O)CN(C)C(C)c1ccc(Cl)cc1 (configuration not stated) | -1.1 | nt | -5.0
CCCc1cc(C(=O)N2C[C@H](CCC)[C@@H](N)C2)no1 | nt | -4.5 | -10.3
CCC(=O)N1c2ccccc2N=C2CC(C)(C)CC(=O)C2C1c1cccnc1 (configuration not stated) | -1.9 | -7.5 | -3.3
Additional results follow:
SMILES | NPYLR7 agonist | mcGAS lum | hcGAS inh
CCOC(=O)c1nc(C(=O)OCC)nc(C(=O)OCC)n1 | 6.7 | nt | -7.0
CCOC(=O)Cc1csc(NC(=S)NC(=O)c2cccs2)n1 | 0.5 | -0.2 | -2.7
O=C(Nc1ccc(Cl)cc1Cl)c1c(O)c2ccccc2[nH]c1=O | 0.2 | -4.1 | -4.8
CCCC(=O)C1=C(c2ccc(Br)cc2)N(C(=O)CCC)n2c(C)nnc2S1 | 7.7 | nt | -10.2
CCN(CC)CCOCCOC(=O)C1(c2ccccc2)CCCC1 | -10.7&-5.0&-13.5&-4.6&1.5 | -0.8 | -0.6&-0.7&0.1&-5.4&3.7
CCOC(=O)c1c(CSCc2ccccc2)n(C)c2cc(Br)c(OC)cc12 | -6.6 | 1.3 | 1.4
CN(Cc1ccccc1)C(=O)c1coc(CN(Cc2cccc(C(F)(F)F)c2)Cc2cccs2)n1 | nt | -4.1 | -7.1
Cc1nc(CN(C)CC(C)(C)O)nc2ccccc12 | 5.9 | -4.8 | -1.5
CCC(C)C(NC(=O)Nc1ccc(OC)cc1)C(=O)Nc1nnc(-c2ccc(Br)cc2)s1 (configuration not stated) | 14.8 | -6.1 | -9.8
Cc1ccc(S(=O)(=O)Nc2cc(S(=O)(=O)O)c(N)c3c2C(=O)c2ccccc2C3=O)cc1 | 8.4 | -12.6 | -17.6
O=C1CCc2cc(-c3csc(=Nc4ccccc4C(F)(F)F)n3CCNc3ccc([N+](=O)[O-])cn3)ccc2N1 | -3.3 | -2.2 | -5.0
CCOc1ccccc1NC(=O)c1cccc(CN2CCCC2=O)c1 | 5.4 | nt | 0.3
COc1ccc(N2C(=O)CC(NCc3ccc(Cl)cc3)C2=O)cc1 (configuration not stated) | -2.7 | nt | -5.0
FC(F)(F)c1cccc(Cc2noc(CN3CCC(Oc4cccnc4)CC3)n2)c1 | 27.0 | -3.7 | 0.0
CN1C[C@H](NC(=O)Nc2ccccc2Oc2ccccc2)C[C@H]1CO | 1.1 | nt | 0.7
COC(=O)CCCCC(=O)N1CCC(n2c(=O)oc3ccc(OC)cc32)CC1 | 22.5 | -7.0 | -3.1
CCc1nc(CN2C[C@H](N(C)C)C[C@H]2CO)c(C)[nH]1 | nt | 1.2 | 1.7
COCCC(=O)N1CCc2c([nH]c3ccccc23)C1c1cccc(C)n1 (configuration not stated) | -0.6 | -2.1 | 0.5
COc1ccc(-c2coc3c(O)c(OC)ccc3c2=O)cc1 | -13.2 | nt | -2.8
CC(c1ccc(-c2coc3ccccc3c2=O)cc1)N1CCOCC1 (configuration not stated) | -6.2 | -14.7 | -12.8

6 structures from above, arranged by molecular weight, highest first.
SMILES | NPYLR7 agonist | mcGAS lum | hcGAS inh
CCOC(=O)C1CCN(C(=O)c2csc(CSc3nnc(-c4ccco4)n3-c3ccc(Cl)c(Cl)c3)n2)CC1 | 14.3 | -3.8 | -0.1
CCCC(=O)C1=C(c2ccc(Br)cc2)N(C(=O)CCC)n2c(C)nnc2S1 | 7.7 | nt | -10.2
C=CCN1CCc2cc(OC)c(OC)cc2C1CNC(=O)c1cccc(F)c1 (configuration not stated) | 24.9 | -6.0 | -8.6
COc1cccc2sc(N(Cc3cccnc3)C(=O)C3CCCCC3)nc12 | -9.8 | -5.5 | -0.5
CCOC(=O)c1nc(C(=O)OCC)nc(C(=O)OCC)n1 | 6.7 | nt | -7.0
COCc1nnc(NC(=O)c2ncn[nH]2)s1 | -0.2 | nt | 6.9

Retrieved by structure from the list above (2):
SMILES | NPYLR7 agonist | mcGAS lum | hcGAS inh
CN(Cc1ccccc1)C(=O)c1coc(CN(Cc2cccc(C(F)(F)F)c2)Cc2cccs2)n1 | nt | -4.1 | -7.1
Cc1nc(CN(C)CC(C)(C)O)nc2ccccc12 | 5.9 | -4.8 | -1.5

Continuation.
SMILES | NPYLR7 agonist | mcGAS lum | hcGAS inh
O=C(Nc1cccc(-c2ccc3c(c2)OCCO3)n1)c1cn[nH]n1 | 2.8 | nt | 1.6
CC(C)c1noc(C2CCCN(S(=O)(=O)NCc3ccccc3)C2)n1 (configuration not stated) | -0.4 | nt | -3.6
O=c1c2ccccc2[nH]c(=S)n1C1CC1 | 4.1 | nt | -6.7
COc1c(C)cc(C(=O)N2CCOC(Cc3ccccc3)C2)cc1C (configuration not stated) | 33.7 | nt | -5.8
COc1ccc(CNC(=O)Cn2nc([N+](=O)[O-])c(Cl)c2C)cc1 | -2.9 | -5.3 | -4.1
CCc1cc(=O)[nH]c(-n2nc(C)cc2NC(=O)c2ccc([N+](=O)[O-])cc2)n1 | 6.4 | -8.0 | -7.1
NC(=O)c1c(F)cccc1-n1ccc(-c2cccnc2)n1 | 10.2 | nt | -5.6
CCCCN(CC(=O)N1c2ccccc2-n2cccc2C1c1ccc(F)cc1)C(=O)COc1ccccc1 (configuration not stated) | nt | -5.0 | -9.8
CCC(C)n1c(SCC(=O)NCC(F)(F)F)nnc1-c1ccccc1 (configuration not stated) | -7.7 | -17.0 | -9.1
CCOCCn1cc(C2CCN(S(=O)(=O)c3ccccc3S(C)(=O)=O)CC2)c2ccccc21 | 6.6 | -6.4 | -4.0
Cc1nc(C(=O)N(C)C)ccc1C(=O)OCc1ccc(Cl)s1 | 3.5 | nt | -13.4
O=C(CN1CCCC(c2nc3ccccc3s2)C1)NC(=O)NC1CCCC1 (configuration not stated) | -2.5 | -9.3 | -4.6
CSC(=C(C#N)C#N)N1CCOCC1 | -1.5 | -4.6 | -3.4
CCCc1cc(NC)n2ncc(-c3ccccc3)c2n1 | 4.7 | -7.3 | -9.2
O=C(c1ccco1)N1CCC(C(=O)N2CCN(S(=O)(=O)c3ccccc3F)CC2)CC1 | 6.8&2.9 | -9.3 | -8.1&2.4
c1ccc2c(c1)CCN(c1ncnc3sc4c(c13)CCCC4)C2 | -0.4 | nt | 0.2
CCC(C)c1ccccc1OC(=O)c1cc(OC)c(OC)c(OC)c1 (configuration not stated) | 13.9 | -5.3 | -23.1
COc1cc(CN2CCCC(OCc3ccccn3)C2)cc2c1OCO2 (configuration not stated) | -4.6 | nt | -2.1
Cc1cc(C(F)(F)F)nc(CNC(=O)c2cccc3ccnn23)n1 | 4.9 | nt | -6.6
